LGR2 inh – blocks bursicon-induced cAMP signaling via Drosophila LGR2; HEK293 LGR2, CRE-luciferase, bursicon-stimulated, 4 h; inhibition, % at 9.99 µM; 0.35% of 380,000 active;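 active means drop in luminescence signal, shown as inhibition above about 50% in the replicate tests, limit read from the data, passing the limit was not always enough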;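 further: agonist challenge used bursicon conditioned medium at about half maximal strength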
ARNT TACC3 PPI – ARNT/TACC3 interaction disruption; Q9Y6A5; AlphaScreen His-ARNT PAS-B/GST-TACC3 binding, luminescence; TACC3 fragment carries E629A point mutation; inhibition, % at 9.99 µM; 0.66% of 390,000 active;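 active means mean inhibition of replicates at least 50% and at least half of replicates each reaching 50%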;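 further: 0% = complete ARNT plus TACC3 wells and 100% = ARNT alone without TACC3; many hits fall short of the cut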
An asterisk follows results filed as active. Only part of the results is shown. The share of hits here may be higher or lower than overall.

Results for COc1cccc(/C(O)=C2/C(=O)C(=O)N(CCN3CCOCC3)C2c2cccnc2)c1 (stereo unspecified) ?
LGR2 inh: -7; ARNT TACC3 PPI: -13

What do the screens show for `CS(=O)(=O)N(CC(=O)Nc1ccccc1C(=O)N1CCOCC1)c1ccc2c(c1)OCO2`?
LGR2 inh: 38; ARNT TACC3 PPI: -4

What do the screens show for `COC(=O)Cn1cc(/C=N/NC(=O)c2ccc(C#N)cc2F)c2ccccc21`?
LGR2 inh: -3; ARNT TACC3 PPI: -1

What do the screens show for `CCOC(=O)c1sc(NC(=O)CCN2C(=O)c3cccc([N+](=O)[O-])c3C2=O)c(C(=O)OCC)c1C`?
LGR2 inh: 10; ARNT TACC3 PPI: 1

Results for Cc1cc(C)c(C)c(S(=O)(=O)N2CCN(CC(=O)NC(=O)NCc3ccccc3)CC2)c1C ?
LGR2 inh: 1; ARNT TACC3 PPI: 1

Results for COc1ccc(N2CCN(C(=O)c3ccc(C(C)(C)C)cc3)CC2)cc1 ?
LGR2 inh: 2; ARNT TACC3 PPI: -49

How did Cc1cccc2c(=O)c(C(=O)NCCCN3CCOCC3)c[nH]c12 do in these assays?
LGR2 inh: 13; ARNT TACC3 PPI: -3

Results for COc1ccccc1CNC(=O)C(C)NS(=O)(=O)c1ccc(C)cc1 (stereo unspecified) ?
LGR2 inh: -8; ARNT TACC3 PPI: -4

What do the screens show for `Cc1cc(=O)oc(C)c1C(=O)OCC(=O)c1ccc(Cl)c(Cl)c1`?
LGR2 inh: 4; ARNT TACC3 PPI: -3

Results for COc1ccc(C2C3=C(CC(C)(C)CC3=O)Nc3cc4c(cc32)OCO4)cc1 (stereo unspecified) ?
LGR2 inh: -12; ARNT TACC3 PPI: 2

How did CCCOC(=O)c1ccc(OCC(O)CN2CCN(C(=O)c3ccccc3)CC2)cc1 (stereo unspecified) do in these assays?
LGR2 inh: -19; ARNT TACC3 PPI: 0

What do the screens show for `Cc1cc(O)cc(O)c1C(=O)Cc1cscn1`?
LGR2 inh: -6; ARNT TACC3 PPI: 2

Results for Cc1cccnc1NC1(C(F)(F)F)N=C(c2ccccc2)NC1=O (stereo unspecified) ?
LGR2 inh: 0; ARNT TACC3 PPI: 4

What do the screens show for `Nc1nonc1C(=O)OCC(=O)N1CCCCC1`?
LGR2 inh: 15; ARNT TACC3 PPI: -3

What do the screens show for `Cc1cc(C)nc(SCc2cc(=O)c(OC(=O)c3ccc(S(=O)(=O)N(C)C)cc3)co2)n1`?
LGR2 inh: 5; ARNT TACC3 PPI: 3

Quoted at random: 2 entries already listed
How did CCCOC(=O)c1ccc(OCC(O)CN2CCN(C(=O)c3ccccc3)CC2)cc1 (stereo unspecified) do in these assays?
LGR2 inh: -19; ARNT TACC3 PPI: 0

How did Cc1cccc2c(=O)c(C(=O)NCCCN3CCOCC3)c[nH]c12 do in these assays?
LGR2 inh: 13; ARNT TACC3 PPI: -3

Following part
What do the screens show for `CN1C(=O)c2ccc(C(=O)NCc3ccccc3)cc2C1=O`?
LGR2 inh: 8; ARNT TACC3 PPI: -30

What do the screens show for `CCSC1=C(C#N)C2(CCCCC2)C(C#N)=C(N)N1`?
LGR2 inh: -19; ARNT TACC3 PPI: -6

What do the screens show for `CCCN1C(=O)/C(=C/c2ccc(C)o2)SC1=Nc1ccc(OC)cc1`?
LGR2 inh: 0; ARNT TACC3 PPI: 4

How did O=C(O)C1CCCCC1C(=O)Nc1ccccc1Nc1ccccc1 (stereo unspecified) do in these assays?
LGR2 inh: -21; ARNT TACC3 PPI: 1

What do the screens show for `CC(=O)N1N=C(c2ccc3nccnc3c2)CC1c1ccccc1` (stereo unspecified)?
LGR2 inh: 0; ARNT TACC3 PPI: 1

How did CC(C)c1nc2ccc(NC(=O)C3CCCCC3)cc2[nH]1 do in these assays?
LGR2 inh: -15; ARNT TACC3 PPI: -6

Results for CCCc1cc(C(N)=O)c(NC(C)=O)s1 ?
LGR2 inh: -5; ARNT TACC3 PPI: -20

Results for CCOC(=O)C1=C(N)OC2=C(C(=O)CCC2)C1c1cccs1 (stereo unspecified) ?
LGR2 inh: 4; ARNT TACC3 PPI: -16

What do the screens show for `c1coc(-c2nnc3sc(Cc4cccs4)nn23)c1`?
LGR2 inh: -32; ARNT TACC3 PPI: 9

How did COc1ccc2c(c1)[nH]c1c(=O)n(Cc3ccccn3)cnc12 do in these assays?
LGR2 inh: -10; ARNT TACC3 PPI: -2

Results for Cn1c(=O)oc2cc(S(=O)(=O)NCCC(=O)N3CCc4ccccc43)ccc21 ?
LGR2 inh: 7; ARNT TACC3 PPI: -3

What do the screens show for `CCOc1cc(CNCCSc2nnnn2C)cc(Br)c1OCc1ccccc1F`?
LGR2 inh: -2; ARNT TACC3 PPI: 1

What do the screens show for `NS(=O)(=O)c1ccc(CNC(=O)/C=C/c2ccccc2)cc1`?
LGR2 inh: -1; ARNT TACC3 PPI: 4

What do the screens show for `O=C(Nc1ccccc1F)c1ccc(CNS(=O)(=O)c2cccc(C(F)(F)F)c2)cc1`?
LGR2 inh: -24; ARNT TACC3 PPI: -6

What do the screens show for `CCOC(=O)N1CCC(Nc2ncnc3c2cnn3-c2ccccc2)CC1`?
LGR2 inh: -10; ARNT TACC3 PPI: 11

How did O=C(CNC(=O)Cc1ccccc1)NCC(=O)OCc1ccccc1 do in these assays?
LGR2 inh: 9; ARNT TACC3 PPI: 1

How did CCOC(=O)Nc1c(C)n(C)n(-c2ccccc2)c1=O do in these assays?
LGR2 inh: -19; ARNT TACC3 PPI: 3

What do the screens show for `Cc1cc(Nc2nc3ccccc3nc2Cl)n(-c2ccccc2C)n1`?
LGR2 inh: 11; ARNT TACC3 PPI: -6

How did CCCCC(=O)Nc1nnn(CCC)n1 do in these assays?
LGR2 inh: 9; ARNT TACC3 PPI: -5

Results for CC1(C)Cc2c(C#N)c(N)sc(=S)c2CO1 ?
LGR2 inh: -6; ARNT TACC3 PPI: 7

How did CCC1S/C(=C(\C#N)C(=O)NCc2ccco2)N(c2ccc(F)cc2)C1=O (stereo unspecified) do in these assays?
LGR2 inh: 20; ARNT TACC3 PPI: -6

Results for CN(c1cccc(NC(=O)Cc2ccccc2)c1)S(C)(=O)=O ?
LGR2 inh: -2; ARNT TACC3 PPI: -9

How did O=C(CSC1=NC(=O)C(c2ccccc2)C(=O)N1)Nc1cccc(Cl)c1 (stereo unspecified) do in these assays?
LGR2 inh: 15; ARNT TACC3 PPI: 33

What do the screens show for `CCN(C(N)=S)c1ccccc1`?
LGR2 inh: 1; ARNT TACC3 PPI: -1

Results for COc1ccccc1Nc1nc2ccccc2[nH]1 ?
LGR2 inh: -4; ARNT TACC3 PPI: -2

What do the screens show for `COc1cc(OC)nc(NC(=O)CSc2nc3ccccc3o2)n1`?
LGR2 inh: -6; ARNT TACC3 PPI: 1

What do the screens show for `c1ccc2cc(OCc3nc4ccccc4[nH]3)ccc2c1`?
LGR2 inh: -66; ARNT TACC3 PPI: -1

What do the screens show for `CCN1CCN(C(c2cccs2)C(C)NC(=O)CC(C)C)CC1` (stereo unspecified)?
LGR2 inh: 27; ARNT TACC3 PPI: -2

What do the screens show for `Cc1ccc(C)c(CN2C(=O)C3(OCCCO3)c3ccccc32)c1`?
LGR2 inh: 16; ARNT TACC3 PPI: -4

What do the screens show for `CC1CCN(S(=O)(=O)c2cccc(C(=O)Oc3ccc([N+](=O)[O-])cc3)c2)CC1`?
LGR2 inh: -21; ARNT TACC3 PPI: -2

Results for Cc1ccc(C2CC(c3cccs3)=NN2C(=O)c2ccc(Br)o2)cc1 (stereo unspecified) ?
LGR2 inh: -1; ARNT TACC3 PPI: 2

What do the screens show for `Cc1ccc(C(=O)N/C(=C\c2ccco2)C(=O)NCCCn2ccnc2)cc1`?
LGR2 inh: -10; ARNT TACC3 PPI: 98*

Results for Cc1ccc(C)c(Cn2c(C(C)O)nc3ccccc32)c1 (stereo unspecified) ?
LGR2 inh: -2; ARNT TACC3 PPI: 1

Results for CCN1CCN(c2nc3sc4c(c3c3ncnn23)CC(C)CC4)CC1 (stereo unspecified) ?
LGR2 inh: -34; ARNT TACC3 PPI: 10

What do the screens show for `Cc1ccc(NS(=O)(=O)c2cc(C(=O)N3CCOCC3)ccc2C)cc1C`?
LGR2 inh: -7; ARNT TACC3 PPI: -4

What do the screens show for `CC(C)(C)NC(=O)COC(=O)c1cncc(Br)c1`?
LGR2 inh: -10; ARNT TACC3 PPI: 7

How did CNC(=O)c1cc2cc(OC)ccc2n1CCN(Cc1ccccc1)Cc1ccccc1 do in these assays?
LGR2 inh: -4; ARNT TACC3 PPI: -3

How did CCOC(=O)CNC=C(C(=O)OCC)C(=O)OCC do in these assays?
LGR2 inh: -4; ARNT TACC3 PPI: 1

Results for CCc1cccc(CC)c1NC(=O)COC(=O)C1(c2ccc(Cl)cc2)CCCC1 ?
LGR2 inh: 1; ARNT TACC3 PPI: 1

What do the screens show for `Cc1cc(C)c2[nH]c(=O)c(C(c3nnnn3C(C)(C)C)N(Cc3ccco3)CC3CCCO3)cc2c1` (stereo unspecified)?
LGR2 inh: 2; ARNT TACC3 PPI: -22

What do the screens show for `Cc1ccc(C2NC(=O)c3c(sc(C)c3C)N2)c(O)c1` (stereo unspecified)?
LGR2 inh: -44; ARNT TACC3 PPI: 11

Results for Cc1cccc(OCC(=O)N2CCC(N3CCOCC3)CC2)c1 ?
LGR2 inh: -3; ARNT TACC3 PPI: 7

What do the screens show for `O=C(NCCc1ccccc1)c1ccc(Cl)c([N+](=O)[O-])c1`?
LGR2 inh: -40; ARNT TACC3 PPI: 2

What do the screens show for `Cc1onc(-c2c(Cl)cccc2Cl)c1C(=O)N1CCc2ccccc21`?
LGR2 inh: 15; ARNT TACC3 PPI: 5

Results for COc1ccccc1-c1cc(C(=O)NCCCn2ccnc2)no1 ?
LGR2 inh: 4; ARNT TACC3 PPI: 1

Brought forward from above: six compounds; new compounds follow.
What do the screens show for `Cc1cc(C)c2[nH]c(=O)c(C(c3nnnn3C(C)(C)C)N(Cc3ccco3)CC3CCCO3)cc2c1` (stereo unspecified)?
LGR2 inh: 2; ARNT TACC3 PPI: -22

What do the screens show for `Cc1ccc(C2NC(=O)c3c(sc(C)c3C)N2)c(O)c1` (stereo unspecified)?
LGR2 inh: -44; ARNT TACC3 PPI: 11

Results for Cc1cccc(OCC(=O)N2CCC(N3CCOCC3)CC2)c1 ?
LGR2 inh: -3; ARNT TACC3 PPI: 7

What do the screens show for `O=C(NCCc1ccccc1)c1ccc(Cl)c([N+](=O)[O-])c1`?
LGR2 inh: -40; ARNT TACC3 PPI: 2

What do the screens show for `Cc1onc(-c2c(Cl)cccc2Cl)c1C(=O)N1CCc2ccccc21`?
LGR2 inh: 15; ARNT TACC3 PPI: 5

Results for COc1ccccc1-c1cc(C(=O)NCCCn2ccnc2)no1 ?
LGR2 inh: 4; ARNT TACC3 PPI: 1

What do the screens show for `CC(C)(C)c1ccc(-c2nc(C=O)c3ccccn23)cc1`?
LGR2 inh: 6; ARNT TACC3 PPI: 2

How did COc1ccc(C(=O)NC2CCCCCC2)cc1S(=O)(=O)Nc1ccc(Br)cc1 do in these assays?
LGR2 inh: -28; ARNT TACC3 PPI: 18

What do the screens show for `CC(C)N1C(=O)c2ccccc2C1C(=O)NC1CCCCCC1` (stereo unspecified)?
LGR2 inh: 13; ARNT TACC3 PPI: -1

What do the screens show for `CCn1c(-c2cccnc2Cl)nc2cc(Cl)c(Cl)cc21`?
LGR2 inh: -53; ARNT TACC3 PPI: 0

What do the screens show for `CCOc1ccc(C(=O)NCC2CCCO2)cc1` (stereo unspecified)?
LGR2 inh: -8; ARNT TACC3 PPI: -1

What do the screens show for `Cc1ccc(CN(C(=O)c2cc3ccccc3oc2=O)C2CCS(=O)(=O)C2)cc1` (stereo unspecified)?
LGR2 inh: -40; ARNT TACC3 PPI: 0

What do the screens show for `COc1ccccc1NC(=O)CNS(=O)(=O)c1ccccc1`?
LGR2 inh: -13; ARNT TACC3 PPI: 1

How did CCCCOC(=O)Cn1c(=O)n(CC(=O)OCCCC)c2ccccc21 do in these assays?
LGR2 inh: 15; ARNT TACC3 PPI: -10

How did COc1ccc(C2CC3CC(c4ccccc4)N2O3)cc1 (stereo unspecified) do in these assays?
LGR2 inh: 7; ARNT TACC3 PPI: -3

Results for Cc1ccc(NC(=O)c2sc(Cl)nc2-c2ccccc2)cc1C ?
LGR2 inh: -3; ARNT TACC3 PPI: -7

How did Cc1ccc(CC(NC(=O)c2ccccc2)C(=O)N2CCCC2C(=O)O)cc1 (stereo unspecified) do in these assays?
LGR2 inh: 16; ARNT TACC3 PPI: -6

Results for O=C(COc1ccc([N+](=O)[O-])cc1)NCCC1=CCCCC1 ?
LGR2 inh: -33; ARNT TACC3 PPI: 8

Results for C=C1c2ccccc2NC(=O)N1c1ccc(C)cc1 ?
LGR2 inh: -14; ARNT TACC3 PPI: 2

What do the screens show for `CC(=O)Nc1ccc(S(=O)(=O)NC2(C(F)(F)F)NC(=O)N(C3CCCCC3)C2=O)cc1` (stereo unspecified)?
LGR2 inh: -2; ARNT TACC3 PPI: 6

How did O=C(Nc1ccccc1SCC1CSc2nc3ccccc3c(=O)n21)c1ccccc1Cl (stereo unspecified) do in these assays?
LGR2 inh: -8; ARNT TACC3 PPI: 4

Results for Cc1ccc(OCc2nc(-c3ccc(Cl)cc3)n[nH]2)cc1 ?
LGR2 inh: -36; ARNT TACC3 PPI: 6

Results for Cc1cc(C)cc(N2CN=C3SCC(=O)N3C2)c1 ?
LGR2 inh: 11; ARNT TACC3 PPI: 1

What do the screens show for `O=C(O)CC/C(=C\c1cc([N+](=O)[O-])ccc1Cl)c1nc2ccccc2s1`?
LGR2 inh: -6; ARNT TACC3 PPI: 27

What do the screens show for `O=C(Nc1nc2ccccc2n1CCN1CCCCC1)C1CCCCC1`?
LGR2 inh: 29; ARNT TACC3 PPI: 7
